Bioassay records from PubChem BioAssay.
Salmonella PhoP GFP = inhibitors of PhoP regulon expression, primary screen, Salmonella Typhimurium, GFP reporter (AID 1863) | S. Typhimurium PhoP-regulated promoter GFP reporter, 4 h; higher % means a stronger effect | one-dose inhibition, % at 50 µM; IC50 in µM for titrated hits | 0.16% of 300,000 active;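 active = inhibition over 29.93%, a cutoff 3 SD above the screen mean, later confirmed by dose response; inconclusive = inhibition over 29.93% but no dose response follow-up; inactive = inhibition at most 29.93% or unconfirmed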;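 also: 0% = low Mg2+ inducing control and 100% = high Mg2+ repressing control; strong numbers were not always called active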
RSV antiviral HEp-2 = RSV antiviral activity via CPE protection, HEp-2 cells, primary 10 µM value included (AID 2391). 0.13% of 310,000 active. one-dose CPE inhibition, % at 10 µM; IC50 in µM for titrated hits. HEp-2 cells, RSV-induced CPE inhibition; higher % means a stronger effect; in the data active = a potency from the dose series; inconclusive = CPE inhibition mostly from about 23% at the one dose, without a potency; inactive = the rest, 99 in 100 with CPE inhibition below about 21%; also: strong numbers were not always called active
TNAP activation fold = human TNAP enzyme activators, primary screen, biochemical, luminescent, no phosphate acceptor, uHTS (AID 1001); purified TNAP, luminescent activation assay, no phosphate acceptor; higher activation fold means a stronger effect; activation fold at 20 µM, or EC50 in µM where a hit was titrated; 0.03% of 200,000 active; in the data active = activation fold from about 3, or a potency from the dose series; inactive = the rest, 99 in 100 with activation fold below about 1.6; also: many of its hits are not listed in these tables
SV40 large T antigen = SV40 large T antigen inhibitors, biochemical (AID 1903); 0.39% of 310,000 active; SV40 large T antigen ATPase/helicase inhibition assay; higher % means a stronger effect; one-dose inhibition, % at 20 µM; IC50 in µM for titrated hits; in the data active = a potency from the dose series; inconclusive = inhibition mostly from about 32% at the one dose, without a potency; inactive = the rest, 99 in 100 with inhibition below about 32%; also: strong numbers were not always called active
Myeloid diff 2 = induction of myeloid progenitor differentiation, primary screen, cell-based, flow cytometry, MLPCN library | ER-HoxA9 myeloid progenitors, lysozyme-GFP differentiation | calls only at 10 µM | 1% of 360,000 active | AID 624256, 2012;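 active = normalized GFP-positive differentiation at or above the plate's own cutoff, the solvent-only control mean plus 3 SD; inconclusive = no clear call, values can overlap the other calls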;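 also: cells exposed to compound for four days before flow analysis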
T cell HTS = modulators of CD8 T cell-vesicle binding, primary screen, mouse 2C CD8+ T cells, flow cytometry; 2C CD8+ T cell-vesicle binding; active compounds read low; calls only at 7 µM; 0.068% of 330,000 active;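 active = response, share of CD8 T cells binding vesicles, and their 90th percentile fluorescence all below set limits, cut at about 80% in these data, passing the limit was not always enough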
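Benchmarks: naked versus QL9-loaded vesicles / Assay system: purified 2C TCR transgenic mouse naive CD8+ T cells / Technique: high-throughput flow cytometry with anti-B7-1 and anti-CD8 staining / Timing: Cell–vesicle co-incubation 1.5 h at 37 °C, staining 20 min on ice / Read-out: percent CD8+ FL2 mean versus row control / Probe or stimulus: QL9-loaded Drosophila micro-vesicles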
NTR1 agonist = agonists of NTR1, primary screen, imaging, U2OS cells, beta-arrestin-GFP, high content (AID 493036) | Neurotensin receptor type 1 (Homo sapiens), P30989 | 0.17% of 330,000 active | activation, % at 20 µM | NTR1-U2OS beta-arrestin-GFP spot imaging, agonist mode;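 active = activation at or above 40% of the spot to cytoplasm intensity ratio, with at least 20 cells analyzed; inconclusive = wells under 20 cells, flagged as cytotoxic or low count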;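 also: 0% = DMSO without peptide and 100% = 100 nM NTR1 peptide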
Target sequence (P30989 whole entry, looked up): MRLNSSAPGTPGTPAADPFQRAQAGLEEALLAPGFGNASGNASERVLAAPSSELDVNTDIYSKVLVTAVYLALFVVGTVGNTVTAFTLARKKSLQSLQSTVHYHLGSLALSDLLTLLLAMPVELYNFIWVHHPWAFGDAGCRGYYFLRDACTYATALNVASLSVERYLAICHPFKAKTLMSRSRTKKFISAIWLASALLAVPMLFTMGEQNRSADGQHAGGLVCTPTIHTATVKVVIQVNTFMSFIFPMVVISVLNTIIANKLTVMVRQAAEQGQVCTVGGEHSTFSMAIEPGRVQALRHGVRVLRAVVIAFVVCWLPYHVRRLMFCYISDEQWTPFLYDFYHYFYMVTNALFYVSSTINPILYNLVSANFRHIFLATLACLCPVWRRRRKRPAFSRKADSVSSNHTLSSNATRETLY
Rac1 GTP hydrolysis = MgcRacGAP GTPase-activating activity inhibitors, confirmation, biochemical, ADP Hunter fluorescence; Rac GTPase-activating protein 1 (Homo sapiens); MgcRacGAP-stimulated Rac1 GTP hydrolysis, ADP Hunter fluorescence; higher % means a stronger effect; GST-tagged Rac1 F28L mutant substrate; inhibition, % at 30 µM, or IC50 in µM where a hit was titrated; 0.6% of 340,000 active; AID 624330, 2012;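 active = first-screen hits whose inhibition reached a set limit at any dose in the follow-up dose series; inconclusive = inhibition above the set first-screen limit but never retested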;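 also: fluorescence reports GDP produced by GAP-driven GTP hydrolysis; strong numbers were not always called active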
UTI89 phage lysis = inhibition of K1F phage lysis, E. coli UTI89, bacterial capsule biogenesis inhibitors, alamar blue (AID 488966); E. coli UTI89 K1F phage lysis, alamar blue, 2 h; higher % means a stronger effect; inhibition, % at 100 µM, or IC50 in µM where a hit was titrated; 0.02% of 340,000 active;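 active = phage lysis inhibition, versus mean bacterial control, above a set limit; inconclusive = no clear call, values can overlap the other calls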;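 also: capsule biogenesis inhibitors block K1F phage lysis so surviving cells raise fluorescence; higher fluorescence means more inhibition of phage lysis; actives were called in the ten point dose series up to 300 µM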
T cell HTS vesicle-bound % = recorded beside T cell HTS, whose call it bears; double positive events, %; measured here: CD8+ vesicle-bound cell fraction;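 binding gate set so that unloaded-vesicle control wells show 10% double positive cells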
NTR1 agonist cell count 20 µM = recorded beside NTR1 agonist, whose call it bears; cell count; measured here: cell count, cytotoxicity flag
Myeloid diff 2 GFP+ MAC1+ % = second read-out of Myeloid diff 2, no call of its own (marks repeat the call); GFP+ MAC1+ double positive, %; measured here: differentiation confirmed by MAC1 staining
* = called active by the depositor; i = inactive; ? = inconclusive; . = no result given; [ ] = dose if it differs, or a comment.

SMILES	Salmonella PhoP GFP	RSV antiviral HEp-2	TNAP activation fold	SV40 large T antigen	Myeloid diff 2	Myeloid diff 2 GFP+ MAC1+ %	T cell HTS	T cell HTS vesicle-bound %	NTR1 agonist	NTR1 agonist cell count 20 µM	Rac1 GTP hydrolysis	UTI89 phage lysis
O=C(Cn1c(=O)oc2ccccc21)NCCc1ccccc1	2%	1.5%	.	4%	i	1.2	i	22	0.3	47	3%	1.2%[50 µM]
Cc1ccc(C)c(N2C(=O)c3ccc(C(=O)OCC(=O)c4c(N)n(C)c(=O)n(C)c4=O)cc3C2=O)c1	1%	1.0%	1	5%	i	0.5	i	40	8.0	38	1%	3.7%
COc1cc(/C=C2\SC(c3ccc(C)cc3)=NC2=O)cc(OC)c1O	8%	7.3%	0.6	16µM*	.	.	i	28	1.7	46	40%	0.0%
CC(=O)CCc1ccc(OCCCCN2CCC(Cc3ccccc3)CC2)cc1	4%	-2.8%	1.1	13%	i	0.2	i	33	1.6	70	15%	1.0%
COc1ccc(CCN2CC(C(=O)NCC(=O)Nc3ccc(F)c(F)c3)CC2=O)cc1OC (stereo not given)	-1%	-1.5%	.	12%	i	0.8	i	43	1.5	74	-6%	-0.2%[50 µM]
Cc1nc(-c2ccc(Cl)cc2)sc1C1(C)CC(c2cccc([N+](=O)[O-])c2)=NO1 (stereo not given)	-2%	2.3%	.	12%	i	0.9	i	9	-2.7	61	6%	-1.2%
CCc1ccc(Nc2n[n+](-c3ccccc3)c(-c3cc(OC)c(OC)cc3Br)s2)cc1	1%	19%	.	9%	i	2.4	i	36	-1.0	96	10%	4.8%
COc1ccccc1NC(=O)c1ccccc1NC(=O)c1cccs1	2%	0.7%	.	6%	i	0.5	i	30	2.3	44	0%	-0.4%
O=C(CNCCC1=CCCCC1)Nc1ccc(N2CCCCCC2)cc1	16%	-2.3%	1.4	14%	i	0.8	i	40	-1.4	93	30%	-0.5%
COC(=O)c1ccccc1NC(=O)CN1CCN(C23CC4CC(CC(C4)C2)C3)CC1	5%	-0.6%	1	3%	i	0.7	i	60	1.6	45	9%	0.1%
Cc1ccc(-n2c(=S)sc3c(=O)n(-c4ccccc4F)c(SCC(=O)O)nc32)cc1C	-6%	1.8%	.	15%	i	0.1	i	46	0.6	86	1%	0.0%
O=C(CN1C(=O)/C(=C/c2cccc(Cl)c2)SC1=S)NC1C=CS(=O)(=O)C1 (stereo not given)	5%	-0.4%	.	2%	i	1.3	i	32	0.1	54	8%	0.3%
CC/C(=N\NC(=O)c1ccoc1C)c1ccc(C)o1	-3%	1.9%	1.1	15%	i	0.5	i	57	-2.4	59	2%	3.0%
O=C(Nc1ccccc1)N1CCC(C(=O)N2CCN(c3ccccc3F)CC2)CC1	6%	2.5%	1.2	-5%	i	0.4	i	32	-1.1	28	2%	-0.2%
CCOC(=O)c1ccc(NC(=O)CC2NCCNC2=O)cc1 (stereo not given)	-4%	-0.6%	1.1	65%	i	0.3	i	58	0.3	54	-2%	1.8%
CC(C)c1nc(N2CCOCC2)c(C#N)c2c1CCCC2	17%	1.6%	1.1	5%	i	0.1	i	29	5.8	69	9%	-0.2%
CCOC(=O)c1oc2c(C)c(O)ccc2c(=O)c1-c1nncn1-c1ccccc1	-1%	-0.2%	1.1	21%	i	1.4	i	30	-0.5	78	1%	0.0%
CCC(C)Sc1ccc([C@@H]2[C@@H]3C(=O)N(C)C(=O)[C@@H]3[C@]3(C(=O)OC)CCCCN23)cc1 (stereo not given in full)	9%	-1.5%	.	0%	i	0.6	i	32	17	62	0%	-0.2%
COc1ccc(CCNC(=O)CSc2nnc(CNC(=O)c3ccco3)o2)cc1OC	-5%	1.3%	1.2	-5%	i	0.7	i	47	-1.1	59	6%	-0.8%
C=CCn1c(=S)[nH]c2cc(C(=O)N3CCN(c4ccccc4OC)CC3)ccc2c1=O	.	-1.0%	.	.	i	0.4	i	33	5.1	66	1%	0.7%[50 µM]
N#CC1=C(SCc2ccccc2)NC(=O)CC1c1ccccc1 (stereo not given)	5%	0.9%	1.1	-2%	i	0.6	i	17	-7.2	86	7%	-0.1%
CCOc1ccccc1OCCC(=O)Nc1ccc(F)c(Cl)c1	-17%	1.7%	1.1	6%	i	0.2	i	35	0.7	54	-13%	2.8%
CCC/C(=N\NC(=O)c1ccccc1C)c1ccccc1	-2%	0.4%	1	3%	i	0.8	i	46	-0.9	50	7%	3.0%
Cc1cc(C)cc(NC(=O)C2CCN(S(C)(=O)=O)CC2)c1	7%	-1.8%	.	15%	i	0.3	i	40	-1.5	50	4%	-1.5%
CN(Cc1ccc(F)cc1)C(=O)CNC(=O)C1CCCCC1	-4%	0.7%	.	-1%	i	1.9	i	67	0.9	57	3%	0.1%
O=C(CCn1cncn1)N1CCN(S(=O)(=O)c2ccc(Cl)cc2)CC1	2%	-0.2%	.	4%	i	0.7	i	44	0.8	46	3%	0.1%
CCN(CC)c1ccc(S(=O)(=O)N(CC)CC)cc1NC(=O)C1CCCC1	-4%	-0.4%	1.1	20%	i	0.2	i	28	0.1	22	1%	1.4%
Cn1cc(C(=O)N/N=C/C2=C(N3CCOCC3)C(=C\c3ccccc3)/CC2)ccc1=O	1%	1.6%	0.9	19%	i	1.1	i	47	5.7	72	13%	2.0%
CN(CC(=O)Nc1ccccc1Cl)C(=O)CCSc1ccc(F)cc1	-1%	9.6%	.	7%	i	0.8	i	35	1.9	44	1%	0.9%[50 µM]
Cc1[nH]n(-c2ccc(Cl)cc2)c(=O)c1C(=O)c1ccccc1	-1%	-1.1%	1.1	22%	i	0.7	i	52	1.0	49	7%	1.9%
Cc1cccc(N2CCN(c3ccc4cc(S(=O)(=O)N5CCCCC5)ccc4n3)CC2)c1C	-5%	?	.	15%	i	3.0	i	21	-0.1	55	11%	0.5%
CN(CC(=O)Nc1ccc(F)cc1)C(=O)c1ccncc1	2%	0.2%	.	-5%	i	0.0	i	64	-0.6	55	0%	0.1%
COc1cccc(S(=O)(=O)Nc2ccc3c(c2)OCCO3)c1	-21%	4.2%	.	3%	i	0.5	i	44	1.6	52	-8%	-0.2%
O=C(OCC(=O)N1CCCc2ccccc21)c1cc(S(=O)(=O)N2CCOCC2)ccc1Cl	12%	0.2%	.	15%	i	0.3	i	44	0.5	70	1%	0.6%[50 µM]
O=C(CNC(=O)N1CC(=O)Nc2ccccc21)Nc1ccccc1	0%	0.3%	.	6%	i	2.0	i	60	-0.6	61	11%	-1.1%
CCOC(=O)C1CCN(C(=O)c2sc3nc(-c4ccccc4)cn3c2C)CC1	-6%	2.8%	1.1	21%	i	1.9	i	28	0.4	83	10%	-0.1%
COc1cccc(/C=N/n2c(C)nc3ccccc3c2=O)c1O	29%	1.1%	1.1	5%	i	0.7	i	51	1.6	46	14%	1.1%
C[C@H](NC(=O)c1[nH]cnc1C(=O)Nc1ccccc1)c1ccccc1	.	4.7%	.	.	i	0.8	i	30	38	57	10%	1.3%
O=C(NC(=S)N(Cc1ccccc1)Cc1ccccc1)c1ccccc1F	-3%	1.6%	1.1	7%	i	2.9	i	49	5.7	88	4%	0.1%
CCCn1c2ccc(/C(C)=N\O)cc2c2cc(/C(C)=N/O)ccc21	22%	5.7%	1.1	0%	i	0.6	i	36	17	56	5%	0.1%
O=C(c1ccc2ccccc2n1)N1CCN(S(=O)(=O)c2ccccc2)CC1	.	.	.	.	i	0.3	i	58	2.3	48	3%	0.4%[50 µM]
CC[C@@H](C)[C@@H]1CN([C@@H](CN2CCC[C@H]2CN2C(N)=NC[C@H]2CC(C)C)C(C)C)C(=N)N1CCc1ccc(Cl)c(Cl)c1	.	.	.	.	i	1.0	i	4	-1.4	55	14%	4.1%
CCC(NS(=O)(=O)c1ccc2c(c1)Cc1cc(S(=O)(=O)NC(CC)C(=O)O)ccc1-2)C(=O)O (stereo not given)	3%	0.3%	.	-1%	i	0.7	i	51	-0.3	59	1%	0.0%
O=S(=O)(Cc1ccccc1)NCC1CCCO1 (stereo not given)	-8%	-1.0%	1.1	6%	i	7.7	i	17	2.0	70	9%	5.5%
Cc1cc(OCC(=O)NCCc2ccc(S(N)(=O)=O)cc2)c2c(C)c(C)c(=O)oc2c1	5%	0.6%	.	4%	i	2.3	i	22	2.0	68	7%	0.9%
O=C(CN1C(=O)COc2ccc(Cl)cc21)Nc1ccccn1	-2%	1.8%	.	13%	i	0.5	i	60	0.7	58	11%	1.2%
O=C(COc1ccc(F)cc1)N/N=C/c1cccc2cccnc12	1%	-0.1%	.	-5%	i	1.2	i	7	-0.6	43	6%	-0.5%
COC(=O)NC1CCC(NC(=O)OC)CC1 (stereo not given)	11%	1.1%	1.1	9%	i	0.6	i	17	0.3	39	5%	3.9%

Single records (already shown). Values in the order: Salmonella PhoP GFP | RSV antiviral HEp-2 | TNAP activation fold | SV40 large T antigen | Myeloid diff 2 | Myeloid diff 2 GFP+ MAC1+ % | T cell HTS | T cell HTS vesicle-bound % | NTR1 agonist | NTR1 agonist cell count 20 µM | Rac1 GTP hydrolysis | UTI89 phage lysis
O=C(NC(=S)N(Cc1ccccc1)Cc1ccccc1)c1ccccc1F is listed with -3% | 1.6% | 1.1 | 7% | i | 2.9 | i | 49 | 5.7 | 88 | 4% | 0.1%
Cc1cc(OCC(=O)NCCc2ccc(S(N)(=O)=O)cc2)c2c(C)c(C)c(=O)oc2c1 is listed with 5% | 0.6% | . | 4% | i | 2.3 | i | 22 | 2.0 | 68 | 7% | 0.9%
C[C@H](NC(=O)c1[nH]cnc1C(=O)Nc1ccccc1)c1ccccc1 is listed with . | 4.7% | . | . | i | 0.8 | i | 30 | 38 | 57 | 10% | 1.3%
